# High-throughput results deposited in PubChem by several laboratories.
# CHRM4 PAM – CHRM4 positive allosteric modulation. activation, % at 3 µM. P08173. CHO-K1 hM4/Gqi5, Fluo-8 calcium fluorescence, ACh EC20; 0% = ACh EC20, 100% = maximal ACh. actives 0.4% (n = 360,000);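 active = activation above its plate's cutoff, the mean activation of sample wells plus 3 SD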; also: some results filed as inactive read as strong as hits
# Target sequence (P08173 whole entry, looked up): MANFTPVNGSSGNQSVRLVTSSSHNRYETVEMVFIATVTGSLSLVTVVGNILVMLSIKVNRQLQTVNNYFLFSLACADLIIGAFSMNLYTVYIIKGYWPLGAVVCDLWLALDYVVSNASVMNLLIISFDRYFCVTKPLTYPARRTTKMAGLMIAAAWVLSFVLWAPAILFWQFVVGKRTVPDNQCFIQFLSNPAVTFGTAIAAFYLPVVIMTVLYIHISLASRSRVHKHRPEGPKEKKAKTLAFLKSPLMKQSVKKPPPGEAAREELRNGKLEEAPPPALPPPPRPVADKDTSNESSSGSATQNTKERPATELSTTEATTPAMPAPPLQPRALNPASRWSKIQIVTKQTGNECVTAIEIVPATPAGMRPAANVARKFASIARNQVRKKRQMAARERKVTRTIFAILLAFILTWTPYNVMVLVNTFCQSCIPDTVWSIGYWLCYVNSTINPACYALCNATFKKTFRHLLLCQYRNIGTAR
# M5 PAM – CHRM5 positive allosteric modulation; P08912; CHO-K1 hM5, Fluo-8 calcium, ACh EC20 PAM; 0% = ACh EC20, 100% = ACh EC100; activation, % at 3 µM; actives 0.3% (n = 360,000);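 active = activation above the run cutoff, the mean activation of all test compounds plus 3 SD, cut at about 18% in these data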
# Target sequence (P08912 whole entry, looked up): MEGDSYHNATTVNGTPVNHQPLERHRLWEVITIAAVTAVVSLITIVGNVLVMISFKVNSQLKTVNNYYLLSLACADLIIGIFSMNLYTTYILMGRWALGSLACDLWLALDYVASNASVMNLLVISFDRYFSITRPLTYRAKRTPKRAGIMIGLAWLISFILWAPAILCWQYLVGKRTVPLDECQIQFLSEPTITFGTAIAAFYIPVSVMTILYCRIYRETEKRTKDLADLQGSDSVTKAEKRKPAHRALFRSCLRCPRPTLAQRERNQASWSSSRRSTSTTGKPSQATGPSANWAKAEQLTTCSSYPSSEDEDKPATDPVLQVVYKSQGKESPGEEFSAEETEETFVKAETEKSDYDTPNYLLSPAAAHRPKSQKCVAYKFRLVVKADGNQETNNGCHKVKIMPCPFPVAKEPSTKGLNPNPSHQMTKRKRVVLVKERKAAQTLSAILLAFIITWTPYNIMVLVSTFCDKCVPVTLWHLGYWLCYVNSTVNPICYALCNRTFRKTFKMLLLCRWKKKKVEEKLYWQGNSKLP
#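 Assay system: CHO-K1 hM5 cells. Also added: acetylcholine at EC20 concentration, added after compound. Dosing: 3 µM, single dose. Times: compound preincubation 140 s before EC20 acetylcholine addition. Signal: Fluo-8 calcium fluorescence. Measure: % activation relative to EC20 and EC100 ACh responses. Repeats: singlicate, one well per test compound.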
# CHRM5 antagonist – CHRM5 antagonism in calcium assay; actives 0.59% (n = 360,000); CHO-hM5 cells, Fluo-8 calcium fluorescence, ACh EC80; inhibition, % at 3 µM; P08912;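 active = inhibition above a per-plate cutoff, the mean of that plate's test compounds plus 3 SD, cut at about 27% in these data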;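 also: 0% = acetylcholine EC80 with DMSO and 100% = DMSO without agonist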
# M4 ag – CHRM4 agonism in calcium assay. activation, % at 3 µM. CHO-K1 hM4/Gqi5, Fluo-8 calcium fluorescence; vehicle 0%, full acetylcholine response 100%. actives 0.14% (n = 360,000). AID 624127;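 active = activation above the run mean over all test wells plus 3 SD, cut at about 32% in these data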;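 also: peak over basal fluorescence ratio per well then scaled between controls; 0% = DMSO wells and 100% = acetylcholine at EC100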
# CHRM1 PAM – potentiates human M1 receptor response to acetylcholine. P11229. CHO-K1 hM1, Fluo-8 calcium fluorescence, ACh EC20; 0% = ACh EC20, 100% = maximal ACh. actives 0.088% (n = 360,000). activation, % at 3 µM; in the data active = activation above about 19%, passing the limit was not always enough
# CRFR2-BP antag – antagonists of CRF-binding protein/CRF-R2 receptor complex; HEK293 CRF-R2/CRF-BP, CRF-induced calcium fluorescence; inhibition, % at 11.8 µM; actives 0.59% (n = 350,000); AID 588475;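 active = inhibition of the ligand-induced calcium signal above about 50% at the single tested concentration, limit read from the data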
# M4 antag – antagonists of human muscarinic M4 receptor (CHRM4); P08173; CHO-hM4 cells, ACh EC80, Fluo-8 calcium fluorescence; inhibition, % at 3 µM; actives 0.73% (n = 360,000);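 active = inhibition above its plate's cutoff, the mean inhibition of sample wells plus 3 SD, cut at about 27% in these data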;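 also: 0% = acetylcholine EC80 with DMSO and 100% = DMSO without agonist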
# CRFBP-R2 agonist – CRF-BP/CRF-R2 complex agonism. HEK293 CRF-R2/CRF-BP, calcium dye fluorescence (FLIPR); percent of saturating CRF peptide response. activation, % at 13.2 µM. actives 0.46% (n = 350,000);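 active = activation of at least 50%, plus an integration ratio under a set limit after plate pattern correction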;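 also: plate controls were neutral control wells without compound for no effect and CRF at EC100 for full effect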
# CHRM5 agonist – CHRM5 agonism in calcium assay. P08912. CHO-K1 hM5 cells, Fluo-8 calcium fluorescence; 0% DMSO wells, 100% maximal acetylcholine response. activation, % at 3 µM. actives 0.19% (n = 360,000);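 active = activation above the run's mean over test compounds plus 3 SD, cut at about 23% in these data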;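 also: signal is peak over basal fluorescence ratio across the kinetic read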
# * hit, by the source's call; x = not tested or not shown; & = joins results of further samples.
# The first 2 records, ahead of the listing:
compound	CHRM5 antagonist	M4 antag	M5 PAM	CHRM4 PAM	CRFR2-BP antag	M4 ag	CRFBP-R2 agonist	CHRM5 agonist	CHRM1 PAM
CCCCC(=O)Nc1ccc(NC(=O)c2ccco2)cn1	4.0	-1.3	-0.3	-2.0	13.5	2.1	1.2	0.9	8.5
CC(O)C(NS(=O)(=O)c1ccc(Cl)cc1)C(=O)OCC(=O)N1CCN(c2ccccc2)CC1 (configuration not stated)	2.7	-16.9	-8.8	6.8	-12.3	7.9	1.6	-1.4	5.9

# Results, previewed entries included:
compound	CHRM5 antagonist	M4 antag	M5 PAM	CHRM4 PAM	CRFR2-BP antag	M4 ag	CRFBP-R2 agonist	CHRM5 agonist	CHRM1 PAM
CCCCC(=O)Nc1ccc(NC(=O)c2ccco2)cn1	4.0	-1.3	-0.3	-2.0	13.5	2.1	1.2	0.9	8.5
CC(O)C(NS(=O)(=O)c1ccc(Cl)cc1)C(=O)OCC(=O)N1CCN(c2ccccc2)CC1 (configuration not stated)	2.7	-16.9	-8.8	6.8	-12.3	7.9	1.6	-1.4	5.9
COc1ccc(NC(=O)Cn2c(=O)oc3cc(Cl)ccc32)c(OC)c1	6.6	-4.0	-5.7	-5.7	-6.1	3.6	1.4	-1.3	8.2
COc1ccc(-c2nc3ccccc3c(=O)n2CC(C)C)cc1	9.3	-2.6	-3.4	-3.3	4.0	0.1	0.0	-7.4	7.6
COc1ccc(CN(C)C(=O)c2ccccc2Sc2ccccc2C#N)cc1OC	24.0	5.8	-12.2	-11.5	0.4	17.9	-0.2	0.6	-5.7
COc1ccc(C(=O)Nc2ccncc2)cc1S(=O)(=O)N1CCOCC1	5.0	0.8	-1.3	4.8	9.5	1.4	1.3	1.3	17.8
Cc1cccc(N2C(=NC(=O)c3ccccc3)SC3CS(=O)(=O)CC32)c1 (configuration not stated)	-3.0	9.5	3.7	-3.5	-8.7	-0.1	-8.8	-2.6	-0.4
CCN(CC)S(=O)(=O)c1cc([N+](=O)[O-])ccc1N=Nc1c(O)n(C)c2ccccc12	-4.2	0.1	-2.0	3.3	12.8	0.4	0.5	0.2	1.4
CCCC(=O)C1=C(N(C)c2ccccc2)CC(C)(C)CC1=O	3.6	-6.6	13.2	5.9	19.4	-0.2	-1.2	-1.5	9.9
O=C(CNC(=O)c1ccccc1)NCCO	7.7	7.9	-3.5	-6.0	35.6	0.2	1.2	0.8	-3.1
COCCOc1ccc(C(F)(F)F)cc1NC(=O)c1ccccc1F	7.9	6.3	-3.0	-8.4	19.8	0.5	0.1	-2.5	2.5
CCOc1ccc(C2c3[nH]c4ccccc4c3CCN2Cc2cccn2-c2ncccn2)cc1 (configuration not stated)	6.6	-3.4	-5.3	-17.9	-35.0	3.1	4.3	-8.0	7.0
O=C(NCc1nnnn1-c1ccccc1)c1ccc2ccccc2c1	-10.7	-13.2	-1.6	6.0	5.2	3.3	0.3	0.6	-5.5
COc1cccc(COCCN2CCN(S(=O)(=O)c3ccc(C)cc3)CCC2=O)c1	7.7	4.5	-3.7	-2.2	6.3	5.3	-0.2	0.7	-2.5
CCCc1ccc(OCC(O)CN2CCN(c3ccccn3)CC2)cc1 (configuration not stated)	2.0	1.0	10.8	10.4	-33.4	5.5	-3.9	-6.3	16.1
Nc1nc(SCn2nnc3ccccc3c2=O)n[nH]1	8.9	5.8	-1.6	-5.8	4.8	0.3	-0.3	-0.5	5.0
CC1Cc2ccccc2N1C(=O)CSc1nnc(C2CC2)n1C (configuration not stated)	0.0	-4.6	-3.4	0.6	23.2	12.2	0.4	1.6	-2.7
CCC[C@@H]1CCCO[C@@](C(=O)NCc2cc(C)n(C)n2)(C(F)(F)F)C1	11.1	6.6	2.5	-0.5	2.5	0.1	1.0	-0.2	7.2
CCNC(=O)/C(C#N)=C/c1c(N2CCN(c3ccccc3)CC2)nc2c(C)cccn2c1=O	2.8	-6.9	-3.5	1.0	25.4	5.1	-0.7	-5.3	1.2
Cc1ccc(CCN2CC(C(=O)NCCN(C)C)CC2=O)cc1 (configuration not stated)	-2.6	-7.9	1.9	3.2	0.7	0.2	-1.8	-0.1	6.5
Cc1cc(C(=O)OCC(=O)N2CCN(c3ccccc3)CC2)c2ccccc2n1	-4.0	-10.0	-17.0	-0.8	-1.7	6.0	1.5	-4.3	0.7
Cc1ccc(S(=O)(=O)N2CCN(c3ccc([N+](=O)[O-])c(Sc4nncn4C)c3)CC2)cc1	5.2	-4.3	-3.6	-3.8	-4.1	0.7	-0.4	-7.7	3.4
Nc1nc(SCC(=O)N2CCOCC2)n[nH]1	-8.1	1.8	0.1	5.2	-5.3	0.0	6.9	-2.0	12.4
COc1ccc(NC(=S)NCc2cccnc2)cc1OC	-10.8	-11.1	19.6*	23.4*	3.6	3.8	-0.3	-0.8	4.4
CN(C)S(=O)(=O)c1ccc(C(=O)NCc2cccs2)cc1	-6.2	13.6	-8.8	-13.1	3.0	1.3	0.3	-0.9	0.8
Fc1ccccc1C1CCN(Cc2nc(CC3CC3)no2)C1 (configuration not stated)	-2.0	-9.1	1.5	-1.6	6.1	-0.1	-0.8	-3.0	10.8
CCOC(=O)C1CCCN(C(=O)c2sc3nc(C)nc(N4CCOCC4)c3c2C)C1 (configuration not stated)	-5.0	6.2	-2.0	8.5	0.7	2.0	-0.5	3.4	-0.6
CCOC(=O)c1cnn(C)c1NC(=O)c1ccc(Cl)cc1Cl	-0.2	-7.0	-1.7	-0.8	11.7	4.4	0.1	-2.2	9.8
COC(=O)c1ccc(N2CCOCC2)c(NC(=O)c2ccc(Br)o2)c1	15.4	3.8	-6.5	0.8	1.0	0.1	-8.6	-2.8	8.2
Cc1ccc(C2=NN(C(=S)Nc3ccccc3)C(c3ccco3)C2)cc1 (configuration not stated)	2.1	-7.5	-2.0	-0.6	-6.4	-1.0	-1.0	-5.4	2.0
CCCCN(C)c1c(C)nc2ccc(C(=O)Nc3ccc(OC)c(OC)c3)cn12	-6.7	-18.6	-2.6	-3.5	x	10.5	x	16.8	1.4
CC(=O)c1ccccc1NC(=O)COC(=O)/C=C/c1cccs1	-9.2	7.1	4.2	-1.1	3.3	3.1	1.6	-2.5	5.6
O=C(Cc1cc(=O)[nH][nH]1)N/N=C/c1cccc(Cl)c1Cl	0.2&11.2	2.4&-0.4	1.7&-6.7	-4.8&-2.0	-5.5&22.1	0.0&0.1	-0.6&-1.6	-2.0&-2.3	3.4&5.5
COc1ccc(C(CC(=O)O)NC(C)=O)cc1OC (configuration not stated)	-11.5	-4.4	-4.8	0.2	-13.9	0.6	-0.5	-2.5	4.1
C[C@H](CO)N1C[C@H](C)[C@@H](CN(C)Cc2ccc(C(=O)O)cc2)Oc2c(NS(=O)(=O)c3ccccc3)cccc2C1=O	3.3	-9.3	3.7	5.6	9.3	0.1	-1.6	2.0	7.0
C=CCOc1ccc(/C=N/NC(=O)c2c(C)nc3ccc(Cl)cn23)cc1	1.3	0.9	-5.7	-0.6	0.8	3.9	0.1	1.6	12.0
CC(=O)Nc1cccc(NC(=O)CSc2nnnn2C(C)C)c1	-8.2	-6.3	4.2	3.4	12.3	0.6	-0.6	0.1	3.8
COC(=O)c1ccccc1-c1ccc(/C=N/NC(=O)c2cc3ccccc3o2)o1	16.9	18.3	-17.2	-15.6	7.7	14.0	0.1	-0.9	-2.9
COc1ccc2ncc(OC(C)=O)cc2c1	4.1	9.2	4.1	3.4	11.5	0.2	-1.3	-0.7	7.4
COc1ccc(CNC(=O)C[C@H]2C[C@H](C(=O)N3CCOCC3)[C@@]3(C)c4[nH]c5cc(CCC(=O)N(C)C)ccc5c4CCN3C2=O)cc1OC	1.5	-2.5	-1.5	2.3	-10.8	0.0	-0.5	0.2	4.8
CS(=O)(=O)N1CCN(c2ccc([N+](=O)[O-])c(N3CCOCC3)c2)CC1	0.4	-13.7	6.1	23.2	46.0	2.3	-1.3	-0.4	4.2
Cc1cnc(C(=O)OC(C)C(=O)Nc2ccc(Cl)cn2)cn1 (configuration not stated)	9.1	6.3	-4.5	-0.5	-2.3	0.1	0.3	-0.8	3.9
N/C(=N\OC(=O)CCCc1ccccc1)c1cccnc1	-1.5	2.5	-0.5	4.1	8.5	0.9	2.2	-3.0	-4.9
O=C(NCCCN1CCOCC1)c1ccc(CNS(=O)(=O)c2ccc(Br)cc2)cc1	0.0	4.9	0.3	16.4	5.1	0.7	0.9	-3.0	9.1
CC(=O)N1CCN(c2ccc(S(=O)(=O)NCCN(C(C)C)C(C)C)cc2[N+](=O)[O-])CC1	3.5	-4.3	-4.1	2.8	-6.2	-0.1	0.2	-3.8	7.3
COc1ccc(CNC(=O)COC(=O)c2ccc(C)c(S(=O)(=O)N3CCOCC3)c2)cc1	7.8	-4.0	0.8	-1.9	1.8	2.3	-0.1	-1.6	0.8
Oc1ccc(Br)cc1CNc1nccs1	11.3	8.7	-2.3	-4.3	0.8	-0.1	-2.6	-4.8	4.1
CC(Oc1ccc(Cl)cc1)c1ccnn1S(=O)(=O)c1ccccc1 (configuration not stated)	-5.9	-5.5	-2.3	-3.6	43.6	-1.0	0.0	-5.1	-2.1
CN(C)Cc1c(C(=O)N/N=C/C=C/c2ccccc2)nnn1-c1nonc1N	-1.8	2.3	9.2	0.1	9.0	1.1	3.2	-2.2	8.4
CC(=O)Nc1ccc(/C(C)=N/NS(=O)(=O)c2ccc(C)cc2)cc1	1.7	5.8	0.3	5.0	6.0	-0.9	1.4	1.6	1.2
CSc1ncccc1C(=O)OCC(=O)N(CC(C)C)c1c(N)n(Cc2ccccc2)c(=O)[nH]c1=O	5.4	8.5	-1.8	5.3	-0.9	0.8	-1.1	-4.5	9.8
Cc1nn(-c2ccccc2)c(/N=C/c2ccccc2O)c1-c1ccccc1	0.4	-4.0	1.7	-0.4	-4.1	0.0	5.5	0.0	-1.9
CCC(C)NC(=O)C1=CCN(S(=O)(=O)c2ccc(C)cc2)CC1 (configuration not stated)	2.2	-3.8	0.8	8.2	-1.8	1.1	-0.5	1.1	7.2
O=C(c1ccco1)N1CCN(c2ncnc3scc(-c4ccc(Cl)cc4)c23)CC1	2.2	5.6	-3.4	-1.6	5.7	2.5	-0.8	-1.6	-3.7
Cc1cccn2c(=O)nc(SCC(=O)Nc3ccc4c(c3)OCCO4)nc12	8.6	-16.2	-2.0	13.0	8.5	0.2	-1.8	-1.5	15.5
Cc1ccc(S(=O)(=O)Nc2ccccc2N=Cc2c(F)c(F)c(F)c(F)c2F)cc1	10.0	-4.2	-6.7	0.5	28.9	0.0	2.0	0.2	5.4
Cc1ccc(CN2CCN(C(=O)CC(C)C)CC2)cc1	0.4	-4.5	0.5	-3.2	1.1	0.6	-0.5	-2.2	10.2
Cc1ccccc1C(=O)NC(=S)NCCN1CCOCC1	-4.6	1.9	3.8	4.9	1.0	0.0	-1.6	-2.2	5.7
O=C(CSc1nc2ccccc2[nH]1)Nc1ccc(N2CCOCC2)cc1	-3.7	-9.3	1.4	0.3	4.8	5.5	-0.7	-0.2	-4.9
O=C(Nc1ccc(Oc2cccc(C(F)(F)F)c2)nc1)c1ccccc1	3.8	-12.6	-11.2	-11.8	-16.4	6.9	11.0	0.4	-12.9
Cc1cc(C)[n+](C)n1CC(O)Cn1c2ccccc2c2ccccc21 (configuration not stated)	-2.7	-6.0	2.2	-8.6	-19.6	-0.5	-0.5	-10.3	-1.6
